# GAA850 FXN act: increases GAA850 frataxin promoter reporter activity. activation, % at 6 µM. HEK293 lucGAA850 FXN promoter luciferase reporter, 24 h; percent of 10 µM SAHA response. hit rate 0.56% among 360,000;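 active = activation above the average of all compounds screened plus 3 SD, cutoff fixed separately per campaign, cut at about 7.5% in these data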;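 note: 0% = DMSO wells and 100% = 10 µM SAHA wells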
# NPR2 activator: GC-B (human) receptor activation; HEK293-GC-B cells, CNP EC30, cGMP TR-FRET; 0% at EC30 CNP, 100% saturating CNP; activation, % at 10 µM; hit rate 0.11% among 370,000;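 active = activation at 10 µM reaching about 35% in either raw or pattern-adjusted values, limit read from the data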
# hgDAF12 agonist: activates the H. glycines DAF-12 receptor ligand-binding domain | HEK293 GAL4-hgDAF12 UAS-luciferase reporter, agonist luminescence; normalized to butyrate control | activation, % at 6.8 µM | hit rate 1.8% among 370,000;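 active = activation above a cutoff set at the mean of all screened compounds plus 3 SD, cut at about 10% in these data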;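 note: 0% = DMSO wells and 100% = sodium butyrate wells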
# DAX1 inh-1: DAX1 (NR0B1) inhibition, primary screen | hit rate 1.1% among 370,000 | HEK293T StAR-luciferase reporter, SF-1/DAX-1 repression relief | inhibition, % at 6.8 µM | AID 652010;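 active = inhibition above the mean over all tested compounds plus 3 SD, cut at about 3.6% in these data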;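 note: 0% = DAX-1 cells with DMSO and 100% = cells lacking DAX-1 with DMSO; higher inhibition means more luminescence from relief of DAX-1 repression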
# ssDAF12 agonist: activates DAF-12 receptor from parasite S. stercoralis; activation, % at 6.8 µM; hit rate 1% among 370,000; HEK293 ssDAF-12/GRIP1 lit1-tk-luc reporter, luminescence; % of 3 µM dafachronic acid response; AID 652126;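 active = activation above the mean over all tested compounds plus 3 SD, cut at about 0.9% in these data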;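 note: 0% = DMSO-only wells and 100% = 3 µM delta7-dafachronic acid wells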
# DAX1 inh-2: inhibitors of human orphan nuclear receptor DAX1 (NR0B1); P51843; HEK293 Gal4-DAX1 luciferase reporter, luminescence; inhibition, % at 6.75 µM; hit rate 0.99% among 340,000; AID 504766;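 active = inhibition above the mean over all tested compounds plus 3 SD, cut at about 4.2% in these data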;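 note: 0% = DAX1-transfected cells with DMSO and 100% = empty-vector control cells with DMSO; inhibition shows as a rise in luminescence from relieved DAX1 repression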
# Target sequence (P51843 207-470 limits assumed): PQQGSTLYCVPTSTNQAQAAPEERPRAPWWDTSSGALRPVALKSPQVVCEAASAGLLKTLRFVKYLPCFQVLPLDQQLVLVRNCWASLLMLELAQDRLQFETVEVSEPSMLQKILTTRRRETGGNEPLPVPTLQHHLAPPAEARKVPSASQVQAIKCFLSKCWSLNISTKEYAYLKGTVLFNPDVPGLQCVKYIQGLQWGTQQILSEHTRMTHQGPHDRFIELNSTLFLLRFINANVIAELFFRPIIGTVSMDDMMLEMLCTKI
# hcDAF12 agonist: H. contortus DAF-12 activation, primary screen. HEK293 hcDAF-12 lit1-tk-luc reporter, luminescence; 0% DMSO, 100% Δ7-dafachronic acid. activation, % at 6.8 µM. hit rate 1.4% among 370,000. AID 652067;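 active = activation above the mean of all tested compounds plus 3 SD, cut at about 5.5% in these data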;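 note: 100% = response to 3 µM Δ7-dafachronic acid high control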
# SMARCA2 act: activators of SMARCA2 function; activation, % at 9.1 µM; hit rate 1% among 370,000; MG213 cells, MMTV-luciferase reporter, dexamethasone, overnight; AID 652017; in the data active = activation above about 7.8%;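 note: 0% = vehicle wells and 100% = reference activator wells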
# NPR1 activator: GC-A (human) enzyme activation; P16066; HEK293 GC-A cells, cGMP TR-FRET, EC30 ANP; 0% at EC30 ANP, 100% saturating ANP; activation, % at 10 µM; hit rate 0.14% among 370,000; AID 1671463; in the data active = activation above about 40%
# sPLA2-III inh: Blocks human group III sPLA2 activity. Q9NZ20. QFRET BODIPY PC-A2 liposome hydrolysis, fluorescence. inhibition, % at 12.2 µM. hit rate 0.56% among 370,000. AID 743126;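 active = inhibition above mean plus 3 SD of compounds lying within the high and low control bounds, cut at about 19% in these data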;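 note: 0% = median of test compound wells and 100% = no enzyme DMSO wells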
# Target sequence (Q9NZ20 whole entry, looked up): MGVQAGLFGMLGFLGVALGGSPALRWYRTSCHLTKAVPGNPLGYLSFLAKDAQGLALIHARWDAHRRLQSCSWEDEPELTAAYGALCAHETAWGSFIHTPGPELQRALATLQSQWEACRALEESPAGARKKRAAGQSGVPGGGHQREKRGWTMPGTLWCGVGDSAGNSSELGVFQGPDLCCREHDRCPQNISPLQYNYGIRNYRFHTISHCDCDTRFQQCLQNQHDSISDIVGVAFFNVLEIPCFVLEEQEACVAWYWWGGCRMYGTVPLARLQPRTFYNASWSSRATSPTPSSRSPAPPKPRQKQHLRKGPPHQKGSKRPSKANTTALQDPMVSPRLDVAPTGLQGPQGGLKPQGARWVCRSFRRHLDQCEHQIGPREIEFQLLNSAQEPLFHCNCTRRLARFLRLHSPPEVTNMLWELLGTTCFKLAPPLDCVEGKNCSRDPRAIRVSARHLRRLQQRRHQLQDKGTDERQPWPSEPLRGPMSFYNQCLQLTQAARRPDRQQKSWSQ
# proKLK7 act: activators of human kallikrein-7 zymogen; P49862; purified proKLK7, EDANS-DABCYL substrate fluorescence; 100% is mature enzyme control, 0% vehicle; activation, % at 7 µM; hit rate 0.9% among 370,000; AID 652039;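 active = activation above the mean of all tested compounds plus 3 SD, computed per campaign excluding outliers beyond control limits, cut at about 13% in these data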
# Target sequence (P49862 whole entry, looked up): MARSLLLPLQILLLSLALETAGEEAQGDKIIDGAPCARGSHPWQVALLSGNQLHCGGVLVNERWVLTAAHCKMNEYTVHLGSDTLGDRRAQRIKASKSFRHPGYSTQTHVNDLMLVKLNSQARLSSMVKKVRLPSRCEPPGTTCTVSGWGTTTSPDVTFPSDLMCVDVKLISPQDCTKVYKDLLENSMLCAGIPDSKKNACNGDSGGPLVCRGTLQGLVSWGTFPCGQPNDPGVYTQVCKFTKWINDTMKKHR
# * hit, by the source's call; · = not tested or not shown. Random draw from the library; about 6.7% have a hit in one of these screens.
SMILES,GAA850 FXN act,NPR2 activator,hgDAF12 agonist,DAX1 inh-1,ssDAF12 agonist,DAX1 inh-2,hcDAF12 agonist,SMARCA2 act,NPR1 activator,sPLA2-III inh,proKLK7 act
COc1ccc(N2CCN(C(=O)CSc3ncnc4scc(-c5ccc(C)cc5)c34)CC2)cc1,-2.9,-1,-1.7,-2.1,-1.7,-0.2,-1.8,-3,3,-2,-0.1
CC1(C(=O)Nc2cccc3c2CCCC3)CCN1C(=O)C1(c2ccc(Cl)cc2)CC1 (configuration not stated),-0.1,0,-1.7,0.9,-1.4,·,-1.2,-2,-2,-4,0.1
O=C(Cn1cnc2c(NCc3ccccc3)ncnc21)NCCN1CCOCC1,0.3,4,-4.3,-1.8,-1.1,-0.6,0.1,-4,3,16,-0.2
CCCOc1ccc(CCN2CCC(=O)NC2=O)cc1C,-1.2,-1,1.6,-0.5,-0.5,1.3,-1.4,0,3,1,-0.3
CCC(C)C1NC(=S)N(C2CCCCC2)C1=O (configuration not stated),1.4,-1,-3.2,-1.1,-1.4,1.5,0.3,4,5,-1,1.2
CCOC(=O)[C@]12CCC=C1N(Cc1ccccc1)C(=O)[C@H](CC(=O)NCc1ccc(C)o1)C2,·,6,0.1,0.0,-1.6,·,0.8,-6,-2,-15,-0.1
COc1cccc(-c2cccc(-c3nc(C(=O)NCc4ccc5c(c4)OCO5)cc4c3[C@H](CCO)N(S(=O)C(C)(C)C)C4)c2)c1 (some centres not stated),·,0,-2.0,1.4,-1.1,·,-0.5,-4,3,-5,0.7
CC(=O)c1cccc(N=C2NC(=O)C(CO)(CO)S2)c1,0.7,3,-0.9,0.6,-0.5,1.3,-1.9,1,3,1,-0.5
CCOc1ccc(N(CC(=O)Nc2ccccc2C(=O)N2CCCC2)S(C)(=O)=O)cc1,-0.3,2,3.0,-0.3,-1.3,-1.0,-2.1,1,2,-6,-0.1
Cc1ccc(NC(=O)CCCN2C(=S)NC(C)(C)CC2C)cc1 (configuration not stated),-0.8,1,0.1,0.8,-1.1,-0.5,0.5,-1,4,12,-0.5
COc1ccc2cnn(CCOc3cc(C)ccc3C(C)C)c(=O)c2c1OC,1.5,-7,-1.1,-0.1,-2.0,-2.2,-1.0,-3,-14,12,0.0
O=C(CSc1nnc(SCc2ccc(Cl)cc2)s1)N/N=C/c1c(Cl)cccc1Cl,2.4,-1,-0.9,-0.3,-0.2,-0.7,-1.8,-2,-1,2,0.4
Fc1ccc(Nc2cncc(-c3ccsc3)c2)cc1Cl,3.3,1,-4.0,1.3,-1.7,·,-1.6,0,3,16,-0.8
CCN(CC(=O)Nc1c(F)cccc1F)C(=O)CCNC(=O)c1ccccc1OC,0.3,2,-0.2,-0.4,-0.7,-0.2,0.7,6,1,8,0.3
CCOC(=O)Cn1cc(Cl)cc(C(=O)Nc2ccccc2)c1=O,0.2,3,1.0,-0.9,-1.0,0.8,-1.9,-2,3,-1,0.3
Cc1ccc(NC(=O)C2CCCN(S(=O)(=O)c3ccc4c(c3)oc(=O)n4C)C2)nc1 (configuration not stated),1.3,1,-4.2,-2.4,-1.6,-0.3,-0.4,-3,-1,-2,-0.4
N#Cc1ccccc1S(=O)(=O)N1CCN(C(=O)c2cn(-c3ccccc3)nc2-c2cccnc2)CC1,1.1,-8,0.2,-1.5,-0.9,-0.5,0.5,-1,-8,3,0.7
CCCOc1ccc(C2C(C(=O)c3cc4ccccc4o3)=C(O)C(=O)N2c2cc(C)on2)cc1OC (configuration not stated),0.2,-5,-0.1,-0.1,-0.1,-0.1,-1.2,1,5,-13,-1.4
CCOC(=O)C1=C(C)NC(C)=C(C(=O)OCC)C1C(=O)OCC(=O)NCCc1ccccc1,0.0,-5,3.9,-1.9,-1.3,-0.1,-2.7,-3,-10,-11,4.4
COc1ccccc1N1CCN(C(=O)CSc2ncnc3scc(-c4ccccc4)c23)CC1,2.0,-1,-3.2,-0.3,-2.3,-1.2,-3.0,-3,-3,-11,0.6
O=C1N(CCCl)c2ccc(Br)cc2C12OCCO2,2.7,1,2.1,-0.6,-1.1,-0.6,-2.3,-1,4,1,0.3
COCCn1c(C)cc(/C=C(\C#N)C(=O)OC(C)C(=O)Nc2ccc(NC(C)=O)cc2)c1C (configuration not stated),0.7,-2,-1.0,1.5,-1.3,1.1,2.4,0,2,0,-0.2
Cc1ccc(NC2=CC(=O)OC(C)C2)cc1 (configuration not stated),-0.4,1,-0.6,-0.3,-1.4,1.5,-1.7,0,-4,10,5.2
CCCCc1nc2cc(C(=O)NC(C)c3cnn(C)c3)ccc2o1 (configuration not stated),3.5,-4,7.5,3.8*,-0.9,0.9,2.2,4,-2,5,0.4
CC(=O)NC(c1cccc([N+](=O)[O-])c1)c1ccc2cccnc2c1O (configuration not stated),-8.4,5,-11,-2.5,-1.6,-4.1,-4.2,-4,-1,0,0.2
# Next records.
SMILES,GAA850 FXN act,NPR2 activator,hgDAF12 agonist,DAX1 inh-1,ssDAF12 agonist,DAX1 inh-2,hcDAF12 agonist,SMARCA2 act,NPR1 activator,sPLA2-III inh,proKLK7 act
Cc1ccc(NC(=O)CS(=O)CC(=O)NCCCN(C)c2ccccc2)cc1 (configuration not stated),0.4,-3,-1.5,0.2,-1.4,-0.2,0.0,-3,1,-3,-0.1
O=C(Cc1cccs1)N1CCN(S(=O)(=O)c2ccc(F)cc2)CC1,2.2,-3,3.5,-0.2,-0.6,1.1,-1.5,1,-1,2,0.2
O=C(OCc1nnc(-c2ccc([N+](=O)[O-])cc2)o1)C1CCN(C(=O)c2ccc(Cl)cc2)CC1,2.0,-4,-0.8,0.4,-0.3,-0.8,-0.7,1,2,5,0.2
O=C(CSc1nc(=O)n2ccccc2n1)N1CCN(c2ccccc2)CC1,1.6,-1,-1.5,-0.8,-0.8,-0.8,-2.4,-2,-2,0,0.0
CCN(CC)C(=O)Cn1cc(SCC(=O)Nc2cc(C)on2)c2ccccc21,0.6,3,-1.1,0.1,-0.7,-2.2,-2.0,-2,-4,1,0.7
CN(C)CC(O)CN1C(=O)N(CN2C(=O)N(CC(O)CN(C)C)C(=O)C2(C)C)C(C)(C)C1=O (configuration not stated),3.0,1,-0.2,-0.6,-0.8,·,-0.8,-2,-2,2,-0.8
COc1cc(SC)ccc1C(=O)OCC(=O)NC1CCCC1,2.6,-1,4.9,1.3,-0.8,0.1,0.4,0,0,4,0.1
COc1ccc(NC(=O)CN2CCN(CC(=O)Nc3ccccc3OC)CC2)c(OC)c1,3.5,4,-1.1,-0.4,-1.1,1.6,-0.6,4,2,0,-0.1
COc1ccc(-c2nn(-c3ccccc3)cc2/C=C/C(=O)N(C)CC(=O)Nc2cccc(F)c2)cc1OC,-2.3,8,-4.4,-3.9,-1.5,-1.0,-2.6,-2,1,-33,-65
O=C(Cc1noc2ccccc12)Nc1ccc2ccccc2c1,1.4,0,1.1,-0.4,-0.6,0.1,2.9,7,-1,-42,0.3
COc1ccc(CNC(=O)Nc2cccc3ccccc23)cc1,-0.2,8,-1.8,-0.7,-0.6,-0.6,-1.3,0,4,-2,-0.2
CCOc1ccc(CN(C)CC(=O)Nc2ccc([N+](=O)[O-])cc2Cl)cc1,2.6,0,-1.4,0.2,-0.9,-0.3,-1.3,-3,-6,6,-0.2
CCc1nnc(NC(=O)CN2CCN(C(=O)c3ccccc3)CC2)s1,1.3,-1,1.9,0.1,-1.9,-0.5,-2.6,1,3,-3,0.2
CCc1ccccc1NC(=O)C1CC(c2ccc(OC)cc2)=NO1 (configuration not stated),0.3,7,-0.4,-0.1,-1.4,0.8,-2.1,2,-4,-3,-0.4
COC(=O)c1c(-c2cccnc2)csc1NC(=O)c1cc(C)on1,6.5,-4,6.7,4.5*,0.2,0.9,6.5*,10*,2,-4,0.2
Cn1cc(Cl)c(C(=O)OCC(=O)c2ccccc2)n1,0.5,5,0.5,0.1,-1.3,0.7,0.4,3,3,2,0.1
CCOC(=O)C1=CCC(c2ccc(N(CC)CC)cc2)N(S(=O)(=O)c2ccc(C)cc2)C1c1ccc([N+](=O)[O-])cc1 (configuration not stated),·,1,-2.3,-0.2,-1.0,·,-1.1,1,4,5,-0.4
CC(=O)NC(C)c1cc(Cl)c2ccccc2c1O (configuration not stated),-0.8,3,-0.4,-0.1,0.1,1.0,1.2,-1,0,-1,-97
CSc1ncccc1C(=O)OCC(=O)c1ccc[nH]1,-0.6,2,-1.5,0.2,-1.3,0.3,0.7,-1,3,2,-0.8
O=C(CSc1nnc(-c2cccs2)n1Cc1ccco1)Nc1ccc(Oc2ccccc2)cc1,·,10,-6.2,-0.8,-1.6,·,-1.9,1,-2,-17,1.2
O=C(NC1CCCC1)C1CCCN(S(=O)(=O)c2cnc[nH]2)C1 (configuration not stated),-1.9,-6,-1.7,-0.7,-1.3,0.3,-0.5,0,0,0,-0.4
Cc1ccc(NC(=O)CCSc2nnc(C)o2)cc1,2.0,-2,-1.1,-0.1,-0.7,-0.2,-0.8,-1,-3,-3,0.2
CCc1ccc(C(=O)NNC(=O)CCC2CCCCC2)cc1,0.0,0,1.2,0.0,-0.6,-1.6,-0.4,-3,1,-23,0.0
CCOC(=O)C1CCN(Cc2cnc(NC(=O)OC)s2)CC1,0.1,-3,-0.4,-0.1,-1.4,1.6,-0.7,-1,1,4,-0.6
COc1cccc(NC(=O)c2ccc(NC(=O)C3CC(=O)OC34CCCCC4)cc2)c1 (configuration not stated),-2.4,2,-0.2,-1.4,-1.9,-1.3,-0.6,-1,-1,-28,1.1
Cc1ccc(S(=O)(=O)N2CCC(=O)N([C@H](CO)Cc3ccccc3)CC2)cc1,·,0,0.9,1.9,-0.8,·,0.3,-4,-5,12,0.3
O=C(CNCc1cccnc1)Nc1cc(C(F)(F)F)ccc1N1CCOCC1,-0.6,2,-0.5,1.3,-0.9,0.3,-0.5,-2,-4,-6,-0.2
Cc1ccc2cccc(NS(=O)(=O)c3ccccc3)c2n1,·,7,-12,-10,-2.5,·,-5.7,5,10,-13,-1.7
CCc1ccc(CNC(=O)Cn2nc(-c3ccccc3)ccc2=O)cc1,1.1,0,1.5,-0.1,-1.3,0.0,0.5,3,0,3,-0.1
CCOC(=O)C1(CC)NC(c2ccco2)C2C(=O)N(c3ccc(C)cc3)C(=O)C21 (configuration not stated),0.7,-4,1.6,-0.1,-1.1,-0.9,-0.6,-2,2,-7,0.3

# Shown tab-delimited: entries from further up
mol	GAA850 FXN act	NPR2 activator	hgDAF12 agonist	DAX1 inh-1	ssDAF12 agonist	DAX1 inh-2	hcDAF12 agonist	SMARCA2 act	NPR1 activator	sPLA2-III inh	proKLK7 act
CCOC(=O)C1(CC)NC(c2ccco2)C2C(=O)N(c3ccc(C)cc3)C(=O)C21 (configuration not stated)	0.7	-4	1.6	-0.1	-1.1	-0.9	-0.6	-2	2	-7	0.3
CCc1nnc(NC(=O)CN2CCN(C(=O)c3ccccc3)CC2)s1	1.3	-1	1.9	0.1	-1.9	-0.5	-2.6	1	3	-3	0.2
CC1(C(=O)Nc2cccc3c2CCCC3)CCN1C(=O)C1(c2ccc(Cl)cc2)CC1 (configuration not stated)	-0.1	0	-1.7	0.9	-1.4	·	-1.2	-2	-2	-4	0.1

# Screens deposited in PubChem by several laboratories.
